# ABCB1 block – human ABCB1 inhibition, ABCG2 as counter-screen | P08183 | CCRF-Adr cells, JC-1 efflux, flow cytometry | inhibition, % at 6.6 µM | 190,000 compounds, 0.067% hits | AID 1326; in the data active = inhibition above about 40%;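 also: 0% = vehicle and 100% = reference inhibitor; higher value means more JC-1 retained so stronger ABCB1 efflux block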
# Rac1 wt modul – modulators of human Rac1 wildtype GTP binding; P63000; GST-Rac1 beads, fluorescent GTP binding, flow cytometry; actives lie on both sides; 0 = cold GTP competed, 100 = untreated; GTP binding activity (% of control), % at 10 µM; 190,000 compounds, 0.27% hits; AID 757;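 active = GTP binding activity at least 20 points away from the 100% control level, either lower or higher; inconclusive = compound flagged as likely green fluorescent, judged across all proteins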
# Avidin bead fluor – avidin bead compound fluorescence profile; Avidin beads, compound fluorescence 488/530 nm, flow cytometry; stronger effect = higher value; fluorescence (KMESF) at 10 µM; 220,000 compounds, 0.38% hits; AID 1775; in the data active = fluorescence above about 47; also: inactives centre near 10
# Rac1 act GTP bind – modulators of GTP binding to human Rac1 activated mutant; P63000; GST-Rac1 activated beads, fluorescent GTP binding, flow cytometry; actives lie on both sides; 100% means binding = to untreated wells; percent activity (GTP binding), % at 10 µM; 190,000 compounds, 0.11% hits; AID 764;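 active = GTP binding at least 20 percentage points away from the 100% baseline, in either direction, so actives lie on both sides; inconclusive = Compound likely fluorescent itself, or too few beads counted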
# ABCG2 block – blocks JC-1 efflux by human ABCG2 transporter. Q9UNQ0. IgMXP3 cells, flow cytometry. inhibition, % at 6.6 µM. 190,000 compounds, 0.1% hits;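 active = inhibition above 80%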;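 also: 0% = DMSO and 100% = nicardipine control wells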
# Target sequence (Q9UNQ0 whole entry, looked up): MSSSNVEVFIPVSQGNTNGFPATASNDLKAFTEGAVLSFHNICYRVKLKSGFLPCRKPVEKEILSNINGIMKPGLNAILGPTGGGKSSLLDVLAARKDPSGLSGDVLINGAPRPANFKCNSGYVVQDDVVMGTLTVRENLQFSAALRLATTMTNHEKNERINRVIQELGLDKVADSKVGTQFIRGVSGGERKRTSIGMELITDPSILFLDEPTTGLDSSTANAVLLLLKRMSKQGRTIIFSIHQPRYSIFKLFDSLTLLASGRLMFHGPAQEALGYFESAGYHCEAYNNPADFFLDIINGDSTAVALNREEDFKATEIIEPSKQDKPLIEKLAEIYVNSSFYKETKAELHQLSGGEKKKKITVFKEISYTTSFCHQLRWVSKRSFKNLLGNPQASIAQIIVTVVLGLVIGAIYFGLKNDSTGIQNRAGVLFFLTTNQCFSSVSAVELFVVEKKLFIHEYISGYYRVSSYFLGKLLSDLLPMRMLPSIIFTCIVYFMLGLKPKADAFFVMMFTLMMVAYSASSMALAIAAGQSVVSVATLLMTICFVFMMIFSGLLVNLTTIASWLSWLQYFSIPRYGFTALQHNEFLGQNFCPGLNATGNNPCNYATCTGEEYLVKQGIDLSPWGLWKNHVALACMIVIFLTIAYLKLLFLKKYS
#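 Assay system – ABCG2 IgMXP3 and barcoded ABCB1 CCRF-Adr cell mix · Input – 3 million cells/mL in well · Reagent – JC-1 fluorescent substrate · Compound – single test compound dose, 6.6 µM final · Timing – 10 min exposure at 25 °C with rotation, no wash · Detection – flow cytometry of retained JC-1 fluorescence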
# Pf gametocyte – inhibitors of late stage P. falciparum gametocyte viability | P. falciparum stage V gametocytes, ATP luminescence, 24 h | inhibition, % at 10.9 µM | 150,000 compounds, 0.065% hits | AID 743093;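 active = inhibition above the mean plus 3 SD of compounds within the control limits, set per campaign, cut at about 38% in these data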;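 also: 0% = DMSO wells and 100% = medium only without gametocytes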
# Rab7 wt modul – modulators of GTP binding to dog Rab7 wildtype GTPase; GST-Rab7 beads, fluorescent GTP binding, flow cytometry; actives lie on both sides; untreated = 100%, excess cold GTP = 0%; GTP binding activity (percent of control), % at 10 µM; 190,000 compounds, 0.055% hits; AID 758;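 active = fluorescent GTP binding to Rab7 beads changed by at least 20 points from the 100% baseline, either direction, mostly lower; inconclusive = compound itself probably fluorescent, or too few beads counted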;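 also: median green fluorescence of bound Bodipy-FL-GTP per Rab7 bead population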
# Cdc42 wt – human Cdc42 wildtype GTP binding change, either direction; P60953; GST-Cdc42 beads, Bodipy-GTP binding, flow cytometry; actives lie on both sides; percent activity (GTP binding), % at 10 µM; 190,000 compounds, 0.2% hits; AID 761;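 active = percent activity GTP binding at least 20 points away from the 100% baseline, either down as inhibitor or up as activator; inconclusive = compound flagged as likely green fluorescent from well-wide comparison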;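 also: median bead fluorescence of bound Bodipy-FL-GTP at 100 nM; 0% = excess unlabeled GTP control and 100% = no compound control; below 100% means less GTP binding so inhibitor and above means activator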
# Target sequence (P60953 whole entry, looked up): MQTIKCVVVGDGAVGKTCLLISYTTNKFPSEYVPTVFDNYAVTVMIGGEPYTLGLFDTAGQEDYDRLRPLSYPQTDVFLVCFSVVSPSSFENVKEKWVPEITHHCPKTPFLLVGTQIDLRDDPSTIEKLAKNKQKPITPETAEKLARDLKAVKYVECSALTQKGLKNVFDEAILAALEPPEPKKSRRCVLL
# GSH bead fluor – GSH bead compound fluorescence profile; GSH beads flow cytometry, compound fluorescence 488/530 nm; stronger effect = higher value; fluorescence (KMESF) at 10 µM; 190,000 compounds, 0.25% hits; AID 1776; in the data active = fluorescence above about 89;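 also: glutathione beads carrying GST-tagged Bcl family fusion proteins plus one bare bead set; values are compound well signal with DMSO vehicle wells as background; inactives centre near 16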
# HRas wt GTP – modulators of GTP binding to human HRas wildtype | GTP binding activity, % at 10 µM | GST-Ras wt beads, Bodipy-FL-GTP binding, flow cytometry; actives lie on both sides | 190,000 compounds, 0.14% hits;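 active = GTP binding activity at least 20% away from the 100% baseline, either lowered as inhibitor or raised as activator; inconclusive = flagged as likely green fluorescent, judged across all proteins in the well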;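 also: 0% = unlabeled GTP competition control and 100% = no-compound control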
# Target sequence (P01112 whole entry, looked up): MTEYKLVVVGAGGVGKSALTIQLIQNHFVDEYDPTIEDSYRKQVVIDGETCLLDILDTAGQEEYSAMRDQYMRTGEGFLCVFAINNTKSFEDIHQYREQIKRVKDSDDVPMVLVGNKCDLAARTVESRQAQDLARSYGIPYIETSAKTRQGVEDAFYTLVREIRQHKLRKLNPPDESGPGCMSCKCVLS
# Rab2 wt GTP – changes GTP binding to wildtype dog Rab2A, up or down | P61105 | GST-Rab2 wt beads, Bodipy-GTP binding, flow cytometry | GTP binding activity, % at 10 µM | 190,000 compounds, 0.19% hits;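 active = GTP binding activity at least 20 points away from 100%, either lowered or raised; inconclusive = signal likely due to the compound's own green fluorescence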;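 also: 0% = beads with excess unlabeled GTP and 100% = no-compound control corrected for plate trend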
# * = called active by the depositor; ? = inconclusive; . = not tested or not shown.
structure	ABCB1 block	Rac1 wt modul	Avidin bead fluor	Rac1 act GTP bind	ABCG2 block	Pf gametocyte	Rab7 wt modul	Cdc42 wt	GSH bead fluor	HRas wt GTP	Rab2 wt GTP
CCOC(=O)c1[nH]c2c(c1-c1ccc(OC)cc1)C(=O)CC(c1ccc(OC)c(OC)c1)C2 (stereo not drawn)	3.6	108	.	99	12	.	96	103	16	102	102
Cc1nc2c(ccc3nc(NC(=O)c4ccc(S(=O)(=O)N(C)C)cc4)sc32)s1	-0.3	?	16	?	-1	-4	?	?	11	?	?
COCCCn1c(SCC(=O)Nc2ccc(C)cc2)nc2ccccc2c1=O	0.7	95	5	93	6	.	98	91	9	94	95
CCCNC(=O)NC(=O)COc1c(F)c(F)cc(F)c1F	0.3	109	34	106	1	8	108	107	21	106	105
Cn1c(=O)[nH]c(=O)c2c1nc(N1CCCC1)n2CCCSc1nnnn1-c1ccccc1	2.9	106	15	101	16	-10	101	104	12	99	99
CN(C)c1ccc(/C=C/C(=O)c2ccccc2O)cc1	0.9	104	24	97	5	-2	99	99	11	98	98
CCCCOC(=O)CSc1nnc(-c2cc(OC)c(OC)c(OC)c2)o1	0.4	105	15	101	3	8	100	106	17	105	106
O=C(Cc1ccc(Br)cc1)Nc1ccc(Cl)cc1	1.8	103	3	96	11	18	98	94	12	98	96
COc1ccccc1C(=O)Nc1ccc(S(=O)(=O)N2CCc3ccccc32)cc1	-0.3	106	12	98	30	-5	103	101	24	101	102
CN(CC(=O)Nc1cccnc1)S(=O)(=O)c1ccccc1	11	105	10	100	6	7	102	99	42	99	101
O=C(CCC(=O)OCC(F)(F)C(F)F)NCc1ccccc1	0.1	103	13	99	2	-2	99	101	11	98	98
CC(=O)c1sc(NC(=O)C=C(C)C)nc1C	1.8	102	9	100	10	-23	102	102	24	101	99
Cc1ccc(N(Cc2ccc([N+](=O)[O-])cc2)C(=O)c2ccco2)cc1C	2.5	99	1	99	4	.	97	94	8	99	97
Cc1ccc(O)c(-c2cc(C(=O)NCc3ccncc3)[nH]n2)c1	0.2	104	15	102	8	-25	98	102	27	101	99
CS(=O)(=O)N(CCc1ccccc1)CC(=O)N1CCN(c2ccccc2)CC1	0.2	93	14	94	1	-10	97	96	14	96	95
CCOC(=O)C1C(=O)CC(C)(O)C(C(=O)OCC)C1c1ccc(C)s1 (stereo not drawn)	-1.6	100	10	100	2	10	98	102	14	98	99
COc1cc(OC)c(C(=O)Nc2ccc(N(C)C)cc2)cc1OC	-0.8	107	7	103	-2	.	111	107	11	107	106
FC(F)(F)c1cccc(Oc2ccc3c(C(F)(F)F)cc(C(F)(F)F)nc3n2)c1	-1.1	100	11	97	38	-1	95	97	35	95	96
Cc1c(C(=O)Oc2cc(N)n(S(C)(=O)=O)n2)cccc1[N+](=O)[O-]	0.6	99	5	94	1	-6	100	92	17	94	94
Cc1cc(OCC(=O)NCCN2CCOCC2)ccc1Br	3.7	108	12	100	19	0	100	103	30	103	104
O=S(=O)(Nc1nc2ccccc2nc1NCc1ccco1)c1ccccc1	-0.6	99	14	97	-24	.	97	98	36	98	99
Cc1c(NC(=O)Cc2cccs2)cccc1[N+](=O)[O-]	0.1	101	8	96	0	12	106	100	15	103	99
O/N=C\c1ccccc1Oc1ccc(F)cc1	0.3	99	20	93	1	-23	103	98	12	99	98
Cc1cccc(C)c1OCC(=O)N/N=C/C=C/c1ccco1	0.0	99	8	96	2	-2	100	94	13	95	96
CCOC(=O)c1c(NC(=O)c2ccc(Br)o2)sc(C)c1CC	1.7	91	12	94	17	.	97	93	35	95	96
O=C(NCCCN1CCOCC1)c1c(F)cccc1F	0.8	100	8	99	4	.	100	103	19	101	102
C[C@@](Cc1ccc(O)c(O)c1)(NN)C(=O)O	1.0	98	8	97	5	.	105	99	20	97	95
COC(=O)c1sccc1NC(=O)Cc1ccc(Br)cc1	0.6	99	17	99	7	-22	96	99	10	100	97
CN1/C(=C\C=C2/SC(=S)NC2=O)C(C)(C)c2ccccc21	0.1	100	13	95	0	-34	98	95	15	97	97
Cc1cc(N/N=C/c2ccccc2O)nc(-c2ccccc2O)n1	0.0	91	3	98	1	.	99	96	7	95	92
C/C(N)=C(/C#N)C(=O)CSc1nnc(Nc2c(C)cccc2C)s1	0.0	100	22	99	0	.	98	101	14	98	98
CC(C)C(=O)NC(=S)Nc1ccccc1N1CCN(C(=O)c2ccccc2)CC1	2.8	97	8	97	2	-2	97	95	16	97	97
CSc1ccc(Cl)c(C(=O)OCC(=O)N2CC(C)OC(C)C2)c1 (stereo not drawn)	0.9	106	34	103	3	.	101	107	17	105	103
COc1ccc(C(=O)Nc2ccccn2)cc1	0.2	94	7	93	-2	13	94	92	23	92	94
CCn1c(C)nc2cc(-c3nc4n(n3)Cc3ccccc3-4)ccc21	0.4	101	35	98	0	.	101	102	10	102	102
CCN(CC)S(=O)(=O)c1ccc(-c2nnc(SCC(=O)Nc3cc(OC)cc(OC)c3)o2)cc1	-0.1	102	20	101	0	-7	97	101	18	100	100
CCOC(=O)c1ccc(NC(=O)CSc2n[nH]c(-c3ccncc3)n2)cc1	-0.4	99	11	100	-3	.	102	102	52	102	102
COc1ccc(C2=NCCn3cccc32)c(OC)c1	-0.1	?	3	?	3	14	?	?	10	?	?
CCOC(=O)c1c(-c2ccc(OC)cc2)csc1/N=C/C1=C(O)CCCC1=O	1.7	100	13	99	5	.	98	101	13	97	100
COc1ccc(NC(=O)C2C(=O)NC3(C)CC2c2ccccc2O3)cc1 (stereo not drawn)	1.8	106	23	99	7	.	100	102	21	100	100
O=C(c1ccc(Cl)c(Cl)c1)N1CCC(=O)N(C(COCc2cccc(C(F)(F)F)c2)Cc2ccccc2)CC1 (stereo not drawn)	11	101	4	96	19	.	101	98	19	99	98
CSc1ccccc1C(=O)C1CCCN(C(=O)CCc2cccnc2)C1 (stereo not drawn)	1.5	101	15	96	5	-18	95	102	12	98	96
COC(=O)c1ccccc1NC(=O)CSc1nncn1C	-0.1	98	8	92	-1	.	99	97	15	95	97
CC(C)C(=O)NC(=S)Nc1ccccc1C(=O)Nc1ccccc1	0.4	112	15	102	3	.	103	109	16	105	103
Cc1ccc(NS(=O)(=O)c2ccc(C3CCCCC3)cc2)cc1	-0.2	?	14	?	-3	19	?	?	20	?	?
CCCS(=O)(=O)n1nc(-c2ccc(OC)cc2OC)cc1N	0.6	105	24	99	6	.	100	102	15	101	101
COc1ccc(CCNC(=O)CCCCCn2c(SCC(N)=O)nc3cc4c(cc3c2=O)OCO4)cc1OC	-0.7	103	11	97	0	0	106	101	12	97	103
CCN(CC)S(=O)(=O)c1cc(C(=O)Oc2ccccc2OC)ccc1OC	0.8	103	17	100	5	-23	104	104	25	103	104
CCc1nnc(NC(=O)c2ccc(Cl)nc2)s1	-0.4	95	11	93	-1	-10	102	97	13	95	97
CCOc1cc2[nH]c(=S)n(CCC(=O)NCc3ccco3)c(=O)c2cc1OCC	-0.4	92	22	93	-1	0	101	94	8	98	96
COc1ccc(NC2CCN(C3CC(=O)N(c4ccc(F)c(Cl)c4)C3=O)CC2)cc1 (stereo not drawn)	0.3	93	18	94	2	3	93	97	39	95	96
O=C1CC(=O)CC(c2ccccc2)C1	0.6	94	9	92	2	-1	95	97	17	95	95
COc1cc(C2C(=O)N(C3CCCC3)CC(=O)N2Cc2ccco2)ccc1OC(C)C (stereo not drawn)	1.3	100	11	97	2	.	98	100	25	98	97
Cn1c(=O)n(C)c2cc(NS(=O)(=O)c3ccc(C(C)(C)C)cc3)ccc21	7.4	99	2	96	2	7	94	96	10	95	98
Cc1ccc(-n2cc(CN3CCC(CO)(Cc4ccccc4)CC3)cn2)cc1	3.5	98	6	98	3	-13	97	96	19	98	97
Cc1ccc2c(c1)C1C3CCC(C3)C1S(=O)N2 (stereo not drawn)	0.0	93	9	92	0	11	96	95	11	93	98
O=C(CSc1nc(C2CCCCC2)nc2ccccc12)NCc1ccco1	0.4	99	8	94	4	-15	104	95	10	98	97
CCCCOc1ccc(N2C(=O)CC(NCc3ccncc3)C2=O)cc1 (stereo not drawn)	0.0	101	9	97	0	.	106	98	13	95	102
COCC(C)NC(=O)c1cc(-c2cccc(OC)c2)on1 (stereo not drawn)	0.4	103	34	101	2	.	102	102	13	101	102

# 7 entries drawn at random from the list so far, as already listed:
structure	ABCB1 block	Rac1 wt modul	Avidin bead fluor	Rac1 act GTP bind	ABCG2 block	Pf gametocyte	Rab7 wt modul	Cdc42 wt	GSH bead fluor	HRas wt GTP	Rab2 wt GTP
COc1ccc(CCNC(=O)CCCCCn2c(SCC(N)=O)nc3cc4c(cc3c2=O)OCO4)cc1OC	-0.7	103	11	97	0	0	106	101	12	97	103
COCC(C)NC(=O)c1cc(-c2cccc(OC)c2)on1 (stereo not drawn)	0.4	103	34	101	2	.	102	102	13	101	102
Cn1c(=O)n(C)c2cc(NS(=O)(=O)c3ccc(C(C)(C)C)cc3)ccc21	7.4	99	2	96	2	7	94	96	10	95	98
O=C1CC(=O)CC(c2ccccc2)C1	0.6	94	9	92	2	-1	95	97	17	95	95
COc1ccc(NC2CCN(C3CC(=O)N(c4ccc(F)c(Cl)c4)C3=O)CC2)cc1 (stereo not drawn)	0.3	93	18	94	2	3	93	97	39	95	96
O=C(CSc1nc(C2CCCCC2)nc2ccccc12)NCc1ccco1	0.4	99	8	94	4	-15	104	95	10	98	97
CCCS(=O)(=O)n1nc(-c2ccc(OC)cc2OC)cc1N	0.6	105	24	99	6	.	100	102	15	101	101

# Screening data deposited in PubChem by several laboratories.
